Screening data (PubChem BioAssay)
AID2073: inhibitors of Mint1-CaV2.2 protein interaction, biochemical, HTRF (AID 2073); 290,000 compounds, 0.19% hits; HTRF protein-protein interaction, Mint1-CaV2.2; higher % means a stronger effect; inhibition, % at 20 µM, or IC50 in µM where a hit was titrated; in the data active = inhibition mostly above about 51%, no sharp cut-off; inconclusive = no clear call, values can overlap the other calls; inactive = mostly below about 53%; also: some results filed as inactive read as strong as hits
Dengue-2 NS5 capping: Dengue-2 NS5 methyltransferase inhibitors, primary screen, biochemical, confirmation dose response (AID 588689) | 340,000 compounds, 0.3% hits | one-dose inhibition, % at 25 µM; IC50 in µM for titrated hits | Dengue-2 NS5 methyltransferase capping enzyme assay, biochemical; higher % means a stronger effect; in the data active = a potency from the dose series; inconclusive = inhibition above about 29% without an active follow-up result
West Nile antiviral: inhibition of WNV-induced cytopathic effect – cell-based, CPE readout (AID 1621). West Nile virus-infected cells, CPE inhibition; higher % means a stronger effect. CPE inhibition, % at 10 µM; hits with a dose series show IC50 in µM. 290,000 compounds, 0.02% hits; in the data active = a potency from the dose series; inconclusive = CPE inhibition mostly from about 3.7% at the one dose, without a potency; inactive = the rest, 99 in 100 with CPE inhibition below about 2.2%; also: strong numbers were not always called active
RSV antiviral HEp-2: inhibition of RSV-induced cytopathic effect – HEp-2 cells, primary 10 µM value included (AID 2391) | one-dose CPE inhibition, % at 10 µM; IC50 in µM for titrated hits | 310,000 compounds, 0.13% hits | HEp-2 cells, RSV-induced CPE inhibition; higher % means a stronger effect; in the data active = a potency from the dose series; inconclusive = CPE inhibition mostly from about 23% at the one dose, without a potency; inactive = the rest, 99 in 100 with CPE inhibition below about 21%; also: strong numbers were not always called active
NTR1 agonist: NTR1-driven beta-arrestin-GFP spot formation – imaging, U2OS cells, high content, primary screen (AID 493036); agonist mode; activation, % at 20 µM; 330,000 compounds, 0.17% hits;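 active = activation at or above 40% of the spot to cytoplasm intensity ratio, with at least 20 cells analyzed; inconclusive = wells under 20 cells, flagged as cytotoxic or low count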;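 also: 0% = DMSO without peptide and 100% = 100 nM NTR1 peptide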
Target sequence (P30989 whole entry, looked up): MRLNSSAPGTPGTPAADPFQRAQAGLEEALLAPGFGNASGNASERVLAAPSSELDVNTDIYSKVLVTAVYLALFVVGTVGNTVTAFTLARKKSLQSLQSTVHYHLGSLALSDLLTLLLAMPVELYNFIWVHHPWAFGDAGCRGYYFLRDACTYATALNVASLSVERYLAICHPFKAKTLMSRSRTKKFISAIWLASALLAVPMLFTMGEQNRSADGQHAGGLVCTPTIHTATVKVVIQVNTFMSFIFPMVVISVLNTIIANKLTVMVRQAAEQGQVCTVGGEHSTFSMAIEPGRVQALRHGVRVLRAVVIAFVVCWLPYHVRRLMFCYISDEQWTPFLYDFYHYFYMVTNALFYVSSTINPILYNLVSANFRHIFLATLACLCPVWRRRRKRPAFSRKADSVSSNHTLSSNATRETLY
UTI89 phage lysis: inhibition of K1F phage lysis, E. coli UTI89, bacterial capsule biogenesis inhibitors, alamar blue (AID 488966); 340,000 compounds, 0.02% hits; E. coli UTI89 K1F phage lysis, alamar blue, 2 h; higher % means a stronger effect; inhibition, % at 100 µM, or IC50 in µM where a hit was titrated;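 active = phage lysis inhibition, versus mean bacterial control, above a set limit; inconclusive = no clear call, values can overlap the other calls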;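 also: capsule biogenesis inhibitors block K1F phage lysis so surviving cells raise fluorescence; higher fluorescence means more inhibition of phage lysis; actives were called in the ten point dose series up to 300 µM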
MgcRacGAP inhibition: MgcRacGAP GTPase-activating activity inhibitors, confirmation, biochemical, ADP Hunter fluorescence | inhibition, % at 30 µM, or IC50 in µM where a hit was titrated | 340,000 compounds, 0.6% hits | MgcRacGAP-stimulated Rac1 GTP hydrolysis, ADP Hunter fluorescence; higher % means a stronger effect; GST-tagged Rac1 F28L mutant substrate;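 active = first-screen hits whose inhibition reached a set limit at any dose in the follow-up dose series; inconclusive = inhibition above the set first-screen limit but never retested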;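 also: fluorescence reports GDP produced by GAP-driven GTP hydrolysis; strong numbers were not always called active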
SV40 large T antigen: TAg ATPase/helicase activity blockers – biochemical (AID 1903); 310,000 compounds, 0.39% hits; inhibition, % at 20 µM, or IC50 in µM where a hit was titrated; SV40 large T antigen ATPase/helicase inhibition assay; higher % means a stronger effect; in the data active = a potency from the dose series; inconclusive = inhibition mostly from about 32% at the one dose, without a potency; inactive = the rest, 99 in 100 with inhibition below about 32%; also: strong numbers were not always called active
Siah-1 displacement: blockers of Siah-1 interaction with plectin peptide – biochemical, fluorescence polarization, rhodamine-plectin, uHTS, primary screen (AID 1817) | Siah-1 / rhodamine-plectin peptide fluorescence polarization; higher % means a stronger effect | one-dose displacement, % at 20 µM; IC50 in µM for titrated hits | 290,000 compounds, 0.02% hits;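 active = displacement of at least 50% at 20 µM, with a fluorescence ratio check between 0.3 and a set limit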;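 also: plate controls were Siah plus tracer with DMSO for no effect and tracer alone without Siah for full effect; strong numbers were not always called active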
NTR1 agonist cell count 20 µM: second read-out of NTR1 agonist, no call of its own (marks repeat the call); cell count; measured here: cell count, cytotoxicity flag
Dengue-2 NS5 capping pilot replicate: second read-out of Dengue-2 NS5 capping, no call of its own (marks repeat the call); inhibition, %; measured here: pilot screen replicate inhibition
The depositor's hits bear a star; ? = inconclusive; / = not tested or not shown; [ ] = another dose, or the depositor's remark.

SMILES	AID2073	Dengue-2 NS5 capping	West Nile antiviral	RSV antiviral HEp-2	NTR1 agonist	NTR1 agonist cell count 20 µM	UTI89 phage lysis	MgcRacGAP inhibition	SV40 large T antigen	Siah-1 displacement	others
Nc1nc(N)nc(-c2cccc(Cl)c2Cl)n1	/	0%	/	0.9%	-1.1	75	0.4%	6%	9%	/
Cc1cccc(CSc2nc3ccncc3n2CC(=O)Nc2ccc(C)c(C)c2)c1	4%	/	0.0%	/	/	/	/	/	9%	5%
Nc1nonc1-n1nnc(C(=O)N/N=C/c2cccc(Cl)c2)c1CSc1ccc(Cl)cc1	-13%	-12%	0.3%	0.7%	6.2	41	-0.5%	8%	-2%	3%
Cn1c(-c2ccc(Br)cc2)cnc1NCc1ccc(C#N)cc1	-6%	-3%	-0.7%	9.8%	1.7	64	0.9%	21%	15%	0%
COCCn1cnc2c1c(=O)n(CC(=O)O)c(=O)n2Cc1ccccc1	?	-2%	0.5%	3.3%	0.0	78	-0.1%	7%	2%	4%
COc1ccc(OC)c(C2CC(=O)N3CN(c4ccccc4)CSC3=C2C#N)c1 (stereo not drawn)	6.5µM*	0%	-0.2%	1.1%	4.9	81	-1.8%	17%	35%	6%
COc1ccccc1CN1CC(C(=O)N2CCCCO2)CCC1=O (stereo not drawn)	7%	-8%	-0.6%	1.4%	0.1	76	0.2%	10%	10%	-3%
CCN(CC)CCCNC(=O)c1cn(CCOC)c(=O)c2c1c1ccccc1n2C	2%	0%	0.2%	-0.4%	1.4	72	-1.3%	13%	1%	-3%
COc1ccc(NC(=O)c2ccc(CN3CCN(c4ccccc4)CC3)cc2)cc1OC	9%	-1%	-0.2%	8.5%	3.2	64	0.3%	6%	4%	-1%
O=C(CCNC(=O)C1CCN(S(=O)(=O)c2ccc(F)cc2)CC1)NCc1ccc(Cl)cc1	9%	-19%	-0.4%	0.7%	0.1	71	-0.1%	0%	8%	30%
CC(C(Sc1ccccc1N)c1ccccc1)[N+](=O)[O-] (stereo not drawn)	-40%	-26%	0.7%	?	4.9	42	-0.5%	17%	?	3%
COC(=O)C1=C(C)N(C)C(C)=C(C(=O)OC)C1c1ccsc1	-1%	2%	0.2%	1.7%	0.1	46	2.1%	4%	3%	0%
CCn1c(SCC(=O)Nc2nc(-c3ccc(C)cc3)cs2)nnc1-c1ccccc1	-5%	0%	-0.3%	?	12	81	-0.2%	1%	9%	1%
Cc1ccccc1C(=O)Nc1ccnn1C1CCN(C(=O)c2cnsn2)CC1	-2%	-2%	0.2%	1.4%	2.7	52	0.2%	-7%	8%	-4%
COC(=O)C1(C)NC(c2ccc(O)cc2)C2C(=O)N(c3ccc(F)cc3)C(=O)C21 (stereo not drawn)	9%	-8%	1.1%	-0.9%	2.0	57	0.2%	4%	-4%	-5%
CCN(C(=O)COC(=O)COc1ccc(Cl)c(C)c1)C1CCS(=O)(=O)C1 (stereo not drawn)	/	-8%	/	0.8%	-1.0	96	0.5%[50 µM]	6%	/	/
O=c1c2ccccc2nc(SCc2ccccc2Cl)n1Cc1ccccc1	23%	-2%	0.7%	16%	0.2	89	1.3%	6%	2%	0%
COc1cc(/C=C(\NC(=O)c2ccccc2)C(=O)NC(C(=O)O)c2ccccc2)cc(OC)c1OC (stereo not drawn)	10%	-1%	0.6%	3.8%	1.7	88	7.1%	-5%	5%	-8%
Cn1c(=O)oc2cc(S(=O)(=O)N3CCCC(C(=O)NCC4COc5ccccc5O4)C3)ccc21 (stereo not drawn)	-1%	7%	/	1.4%	-1.1	97	0.4%	3%	1%	1%
COc1ccccc1N(CC(=O)Nc1cc(C)on1)S(=O)(=O)c1cccc(C(F)(F)F)c1	/	-8%	/	2.4%	-0.4	51	-0.1%[50 µM]	4%	/	/
CC(=O)Nc1nc(-c2cccs2)cs1	-13%	-2%	1.2%	0.8%	-1.1	59	-1.7%	11%	?	-6%
N#C/C(=C\c1cn(Cc2ccc(C#N)cc2)c2ccccc12)C(=O)NCc1cccs1	32%	1%	-1.1%	1.8%	3.9	44	-2.9%	3%	14%	-2%
O=C(Nc1ccccc1C(=O)N1CCN(CCO)CC1)c1cccc([N+](=O)[O-])c1	11%	-1%	0.2%	1.9%	-0.6	72	0.4%	4%	9%	-1%
O=C(CN1CCOCC1)N/N=C/c1ccccc1	3%	0%	0.5%	0.4%	0.2	59	0.1%	4%	8%	17%
O=S1(=O)N=C(c2ccccc2)C=C(c2ccccc2)N1	/	0%	/	/	1.4	53	0.4%	8%	/	/	Dengue-2 NS5 capping pilot replicate=3.9

Overlap with the part before: four compounds; new compounds follow.
SMILES	AID2073	Dengue-2 NS5 capping	West Nile antiviral	RSV antiviral HEp-2	NTR1 agonist	NTR1 agonist cell count 20 µM	UTI89 phage lysis	MgcRacGAP inhibition	SV40 large T antigen	Siah-1 displacement	others
N#C/C(=C\c1cn(Cc2ccc(C#N)cc2)c2ccccc12)C(=O)NCc1cccs1	32%	1%	-1.1%	1.8%	3.9	44	-2.9%	3%	14%	-2%
O=C(Nc1ccccc1C(=O)N1CCN(CCO)CC1)c1cccc([N+](=O)[O-])c1	11%	-1%	0.2%	1.9%	-0.6	72	0.4%	4%	9%	-1%
O=C(CN1CCOCC1)N/N=C/c1ccccc1	3%	0%	0.5%	0.4%	0.2	59	0.1%	4%	8%	17%
O=S1(=O)N=C(c2ccccc2)C=C(c2ccccc2)N1	/	0%	/	/	1.4	53	0.4%	8%	/	/	Dengue-2 NS5 capping pilot replicate=3.9
CCCCc1ccc(NC(=S)NCc2ccccc2OC)cc1	-4%	-4%	-2.0%	0.3%	-1.7	23	6.1%	2%	0%	10%
Cc1cc(C(=O)N/N=C/c2c(C)[nH]c3ccccc23)n[nH]1	3%	7%	0.6%	/	-0.3	57	-0.3%	16%	22%	7%
CCOc1ccc(N=Nc2c(N)[nH][nH]c2=O)cc1	-12%	3%	-0.1%	15%	3.7	36	1.7%	15%	23%	-12%
CCC(=O)Nc1cccc(C2=NOC3(C2)C[C@@H](C(N)=O)N(C(=O)C(c2ccccc2)c2ccccc2)C3)c1 (stereo partly drawn)	-3%	-3%	-0.7%	5.1%	0.9	58	3.4%	8%	10%	9%
COc1cccc(NC(=O)CCCCCN2C(=O)[C@@H]3Cc4ccccc4CN3C2=O)c1	-1%	1%	-0.9%	9.3%	0.0	54	0.5%	9%	5%	12%
CCc1cccc(NC(=O)CSCc2nc3sc(C)c(C)c3c(=O)[nH]2)c1	/	-7%	/	0.7%	-1.1	87	0.4%[50 µM]	6%	/	/
O=C(CNC(=O)c1ccccc1Br)N/N=C/c1cccnc1	1%	-2%	-0.2%	1.7%	-0.6	77	1.5%	8%	10%	3%
Cc1ccccc1OCc1nc(-c2ccccc2)no1	-3%	-2%	1.0%	5.9%	-1.3	76	2.1%	3%	2%	0%
CN(CC(=O)Nc1ccc(S(=O)(=O)N2CCCC2)cc1)Cc1ccc(Cl)cc1Cl	15%	-17%	-1.3%	5.2%	6.1	55	0.4%	6%	10%	-7%
O=C(c1ccc2nc(-c3ccco3)c(-c3ccco3)nc2c1)N1CCN(c2ccccc2)CC1	48%	0%	0.1%	6.9%	9.4	62	-0.2%	7%	16%	29%
CCOC(=O)c1[nH]cnc1C(=O)Nc1ccc([N+](=O)[O-])cc1	-1%	1%	0.4%	0.2%	-0.4	97	-1.2%[50 µM]	9%	4%	1%
O=C(CSc1nc2c(sc3ccccc32)c(=O)n1CCCN1CCCC1)NCC1CCCO1 (stereo not drawn)	8%	-11%	-0.7%	-2.0%	-2.1	92	0.0%	12%	11%	-1%
O=C(COC(=O)c1sc2cc(Cl)ccc2c1Cl)Nc1ncc(Cl)cc1Cl	20%	/	-0.1%	2.8%	0.6	37	/	/	9%	-6%
Cc1cc(C)n2c(SCC(=O)N3CCN(S(=O)(=O)c4ccc(Cl)cc4)CC3)nnc2n1	20%	-2%	-0.8%	1.0%	1.4	40	5.0%	6%	16%	-3%
COc1ccc(S(=O)(=O)Nc2cccc(-c3ccc4nncn4n3)c2)cc1F	2%	0%	-0.5%	0.7%	-0.7	77	0.2%	12%	3%	8%
CC1(C)CC(=O)C=C(NCCc2ccccc2)C1	12%	/	-0.6%	1.0%	-0.8	72	0.4%	8%	50%	0%
Cc1cc(C)c(CN2CCC(CO)(CCOc3ccccc3)CC2)cc1C	-4%	0%	-0.8%	-1.8%	1.3	57	0.4%	-6%	4%	2%
COc1cccc(/C=C(\C)C(=O)c2c(C)cc(C)[nH]c2=O)c1OC	-16%	0%	-0.7%	0.0%	-0.3	50	0.0%	4%	8%	4%
COc1ccc(Br)cc1/C=N/n1c(-c2ccccc2)n[nH]c1=S	20%	-1%	0.3%	2.8%	2.0	55	0.3%	16%	7%	0%
CN1C(=O)[C@H]2[C@@H](/C=C/c3ccccc3)N3C(=O)CN(Cc4ccccc4)C(=O)[C@@]3(C)[C@H]2C1=O	11%	5%	-1.3%	-1.1%	-5.3	80	-0.6%	10%	14%	2%
COc1ccc(C(=O)NC(=S)N2CCOCC2)cc1[N+](=O)[O-]	-17%	-1%	0.3%	0.6%	0.9	45	0.8%[50 µM]	-1%	19%	-1%
CN(C)S(=O)(=O)N1CCN(C(=O)N2CCCCCC2)CC1	-3%	-8%	0.1%	0.3%	1.9	48	-0.3%	1%	5%	0%
COc1cc(C2N3CC4(C)CN2CC(C)(C3)C4)ccc1O (stereo not drawn)	-1%	0%	0.2%	0.8%	-1.3	80	-0.3%	3%	10%	-3%
CCOC(=O)C(=Cc1cc(=O)c(OC)co1)C(=O)OCC	42%	-34%	-1.8%	/	/	/	-0.2%	7%	21%	8%
NC(=O)C1CCCN(C(=O)c2ccc3oc(Cc4ccc(Cl)cc4)nc3c2)C1 (stereo not drawn)	-12%	7%	0.3%	1.1%	-0.3	47	0.4%[50 µM]	5%	1%	-1%
O=C(Nc1ncc2c(n1)-c1ccccc1CC2)c1ccc(F)cc1	0%	-4%	-1.3%	1.6%	0.1	80	0.3%	6%	20%	8%
CNS(=O)(=O)c1cccc(C(=O)OCCCC(=O)c2ccccc2)c1	/	1%	/	1.7%	0.1	83	0.6%[50 µM]	1%	/	/
CCN(CC)C(=O)CSc1nnc(COc2ccc(OC)cc2)n1N	42%	1%	0.4%	3.5%	-1.4	56	0.4%	3%	/	13%
O=C(c1ccc2nc[nH]c2c1)N1CCN(S(=O)(=O)c2cccc(F)c2)CC1	/	-3%	/	1.4%	1.7	64	1.5%[50 µM]	4%	11%	/
